Assay outcomes: PubChem, several laboratories
M1 antag: human M1 muscarinic receptor antagonists, primary screen, CHO-K1 cells, Fluo-8 calcium fluorescence, 1536-well | inhibition, % at 3 µM | 1.3% of 360,000 active | CHO-K1 hM1, ACh EC80 antagonist;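 active = percent inhibition above its own plate's cutoff, namely the mean of that plate's compound wells plus 3 SD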;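 note: peak over basal fluorescence ratio during 140 s after agonist addition; 0% = ACh EC80 plus DMSO and 100% = DMSO alone without agonist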
Target sequence (P11229 whole entry, looked up): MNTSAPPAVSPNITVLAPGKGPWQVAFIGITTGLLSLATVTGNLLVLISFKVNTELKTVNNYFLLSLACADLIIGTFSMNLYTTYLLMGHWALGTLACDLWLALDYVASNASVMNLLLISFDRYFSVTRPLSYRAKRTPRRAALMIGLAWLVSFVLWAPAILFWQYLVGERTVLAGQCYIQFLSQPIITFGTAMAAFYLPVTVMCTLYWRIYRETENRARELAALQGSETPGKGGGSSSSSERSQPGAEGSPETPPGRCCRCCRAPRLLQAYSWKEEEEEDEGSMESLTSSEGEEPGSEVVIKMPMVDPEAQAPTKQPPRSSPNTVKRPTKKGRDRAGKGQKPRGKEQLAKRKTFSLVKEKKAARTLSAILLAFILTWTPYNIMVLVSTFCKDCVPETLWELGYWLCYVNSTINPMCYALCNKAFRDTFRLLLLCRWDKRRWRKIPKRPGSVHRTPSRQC
CHRM4 agonist: human M4 muscarinic receptor agonists, primary screen, CHO-K1 cells, Fluo-8 calcium fluorescence; 0.14% of 360,000 active; Muscarinic acetylcholine receptor M4 (Homo sapiens), P08173; AID 624127, 2012; activation, % at 3 µM; CHO-K1 hM4/Gqi5; vehicle 0%, full acetylcholine response 100%;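 active = activation above the run mean over all test wells plus 3 SD, cut at about 32% in these data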;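 note: peak over basal fluorescence ratio per well then scaled between controls; 0% = DMSO wells and 100% = acetylcholine at EC100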
Target sequence (P08173 whole entry, looked up): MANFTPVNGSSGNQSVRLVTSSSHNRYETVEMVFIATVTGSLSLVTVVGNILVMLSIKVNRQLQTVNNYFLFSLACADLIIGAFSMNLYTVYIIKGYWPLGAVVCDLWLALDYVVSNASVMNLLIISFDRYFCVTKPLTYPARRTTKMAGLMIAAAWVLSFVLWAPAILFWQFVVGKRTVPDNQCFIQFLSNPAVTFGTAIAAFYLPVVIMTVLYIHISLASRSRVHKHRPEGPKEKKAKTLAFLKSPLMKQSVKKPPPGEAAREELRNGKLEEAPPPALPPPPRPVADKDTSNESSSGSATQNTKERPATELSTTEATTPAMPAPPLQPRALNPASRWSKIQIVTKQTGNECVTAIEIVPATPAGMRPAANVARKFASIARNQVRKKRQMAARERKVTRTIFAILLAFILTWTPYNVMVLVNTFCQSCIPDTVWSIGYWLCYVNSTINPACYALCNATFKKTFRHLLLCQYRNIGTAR
CHRM5 agonist: human M5 muscarinic receptor agonists, primary screen, CHO-K1 cells, Fluo-8 calcium fluorescence; Muscarinic acetylcholine receptor M5 (Homo sapiens), P08912; CHO-K1 hM5 cells; 0% DMSO wells, 100% maximal acetylcholine response; activation, % at 3 µM; 0.19% of 360,000 active;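 active = activation above the run's mean over test compounds plus 3 SD, cut at about 23% in these data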;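 note: signal is peak over basal fluorescence ratio across the kinetic read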
M5 PAM: human M5 muscarinic receptor positive allosteric modulators, primary screen, CHO-K1 cells, Fluo-8 calcium fluorescence. Muscarinic acetylcholine receptor M5 (Homo sapiens), P08912. CHO-K1 hM5, ACh EC20 PAM; 0% = ACh EC20, 100% = ACh EC100. activation, % at 3 µM. 0.3% of 360,000 active;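 active = activation above the run cutoff, the mean activation of all test compounds plus 3 SD, cut at about 18% in these data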
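System: CHO-K1 cell line with stable human muscarinic M5 receptor expression | Also added: EC20 acetylcholine as agonist stimulus | Compound: One concentration, 3 µM final (nominal) | Timing: Fluo-8 loading 80 min at 37 °C plus 30 min room temperature | Measured by: Fluo-8 calcium dye fluorescence, kinetic read | Read-out basis: % activation, ACh-normalized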
CHRM1 PAM: human M1 muscarinic receptor positive allosteric modulators, primary screen, CHO-K1 cells, Fluo-8 calcium fluorescence, 1536-well; Muscarinic acetylcholine receptor M1 (Homo sapiens), P11229; CHO-K1 hM1, ACh EC20; 0% = ACh EC20, 100% = maximal ACh; activation, % at 3 µM; 0.088% of 360,000 active; AID 588819, 2011; in the data active = activation above about 19%, passing the limit was not always enough
M4 PAM: human M4 muscarinic receptor positive allosteric modulators, primary screen, CHO-K1 cells, Fluo-8 calcium fluorescence; CHO-K1 hM4/Gqi5, ACh EC20; 0% = ACh EC20, 100% = maximal ACh; activation, % at 3 µM; Muscarinic acetylcholine receptor M4 (Homo sapiens), P08173; 0.4% of 360,000 active;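 active = activation above its plate's cutoff, the mean activation of sample wells plus 3 SD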; note: some results filed as inactive read as strong as hits
CHRM5 antagonist: human M5 muscarinic receptor antagonists, primary screen, CHO cells, Fluo-8 calcium fluorescence | Muscarinic acetylcholine receptor M5 (Homo sapiens), P08912 | CHO-hM5 cells, ACh EC80 | inhibition, % at 3 µM | 0.59% of 360,000 active | AID 624040, 2012;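 active = inhibition above a per-plate cutoff, the mean of that plate's test compounds plus 3 SD, cut at about 27% in these data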;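 note: 0% = acetylcholine EC80 with DMSO and 100% = DMSO without agonist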
M4 antag: human M4 muscarinic receptor antagonists, primary screen, CHO cells, Fluo-8 calcium fluorescence. Muscarinic acetylcholine receptor M4 (Homo sapiens), P08173. CHO-hM4 cells, ACh EC80. inhibition, % at 3 µM. 0.73% of 360,000 active. AID 624125, 2012;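 active = inhibition above its plate's cutoff, the mean inhibition of sample wells plus 3 SD, cut at about 27% in these data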;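 note: 0% = acetylcholine EC80 with DMSO and 100% = DMSO without agonist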
CRFR2-BP ag: agonists of CRF-BP/CRF-R2 complex, primary screen, cell-based, HEK293, calcium dye fluorescence, uHTS; CRF-binding protein / CRF receptor 2 complex (human); calcium dye fluorescence (FLIPR); percent of saturating CRF peptide response; activation, % at 13.2 µM; 0.46% of 350,000 active;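 active = activation of at least 50%, plus an integration ratio under a set limit after plate pattern correction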;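 note: plate controls were neutral control wells without compound for no effect and CRF at EC100 for full effect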
The depositor's hits bear a star; / = no result given.

SMILES	M1 antag	CHRM4 agonist	CHRM5 agonist	M5 PAM	CHRM1 PAM	M4 PAM	CHRM5 antagonist	M4 antag	CRFR2-BP ag
COc1ccc(N2CCN(c3nc(-c4cccs4)nc4ccccc34)CC2)cc1	0.7	-0.4	-3.4	1.1	-2.1	-12.0	-3.8	2.4	1.2
Cc1cc2nnc(SCC(=O)N(C)C3CCS(=O)(=O)C3)n2c2ccccc12 (stereo unspecified)	3.9	2.4	-1.0	-10.3	-2.0	-1.8	13.6	-3.9	-1.4
COC(=O)c1ccc(S(=O)(=O)NCc2ccccc2)n1C	-21.5	1.5	0.1	-0.6	7.9	-1.5	7.9	-1.0	1.8
CCOc1ccc(OCCC(=O)OCC(=O)N(CC)c2c(N)n(Cc3ccccc3)c(=O)[nH]c2=O)cc1	-8.2	0.8	4.5	7.9	11.2	3.2	4.4	4.9	-0.7
CCCCNC(=S)NCCN1CCCCC1	-9.2	0.1	2.3	5.8	13.8	3.6	-6.8	-7.1	-0.7
Cc1ccc(N2CC(C(=O)Nc3ccc4c(c3)OCCO4)CC2=O)cc1C (stereo unspecified)	-13.1	1.9	-1.4	-2.6	8.7	0.3	14.8	-5.3	0.1
Cc1nc2ccc(NC(=O)N3CCN(c4ccccn4)CC3)cc2s1	-2.5	4.3	-7.1	-8.5	4.6	0.3	-2.0	-6.4	-0.6
O=C(NCC1CCCO1)c1cc2nc(-c3ccco3)cc(C(F)(F)Cl)n2n1 (stereo unspecified)	-14.9	0.8	-3.5	6.1	26.0	9.9	-4.9	5.2	1.7
CC(C)Oc1ccc(C(=O)NCCCNC(=O)c2cccnc2)cc1	-17.7	1.1	-3.6	10.2	11.9	2.8	-1.6	2.1	-6.2
CCOC(=O)c1[nH]c2ccccc2c1NC(=O)c1ccc(S(=O)(=O)N(C)C)cc1	-12.7	9.9	0.5	-6.0	3.0	-0.6	1.3	-35.0	0.3
CCCCOc1c(Cl)cc(C(=O)N2CCN(CC(=O)N3CCCC3)CC2)cc1OCC	-10.3	-1.3	-3.6	3.4	13.7	15.0	-1.5	-4.7	-3.6
CCOC(=O)C(C)n1cnc2c(nnn2Cc2ccc(C)cc2)c1=O (stereo unspecified)	-8.2	2.7	3.6	1.5	6.5	2.0	-4.7	-3.4	4.2

3 entries already listed, ordered by the value under M1 antag, ascending:
molecule | M1 antag
COC(=O)c1ccc(S(=O)(=O)NCc2ccccc2)n1C | -21.5
Cc1ccc(N2CC(C(=O)Nc3ccc4c(c3)OCCO4)CC2=O)cc1C (stereo unspecified) | -13.1
CCOc1ccc(OCCC(=O)OCC(=O)N(CC)c2c(N)n(Cc3ccccc3)c(=O)[nH]c2=O)cc1 | -8.2

Later entries
SMILES	M1 antag	CHRM4 agonist	CHRM5 agonist	M5 PAM	CHRM1 PAM	M4 PAM	CHRM5 antagonist	M4 antag	CRFR2-BP ag
COc1ccc(S(=O)(=O)Nc2ccccc2C(N)=O)cc1OC	-5.0	0.7	1.0	6.0	11.6	-2.3	5.3	0.8	10.3
CC(=O)Oc1c(I)cc(I)cc1C(=O)Nc1ccc(Cl)cc1	15.4	9.3	0.6	-15.9	-11.8	-9.8	0.7	4.9	29.2
O=C(CNC(=O)c1ccc(Cl)cc1)OCCN1C(=O)c2ccccc2C1=O	7.9	4.8	3.1	-3.7	-2.2	-4.2	6.3	5.7	-1.7
C[C@@]12C(=O)Nc3ccc(Br)cc3C(=O)N1[C@H]1c3cc(Cl)ccc3OC[C@@H]1[C@@H]2c1ccccc1	10.6	3.5	-2.2	-10.2	-5.6	-1.4	13.3	5.8	4.8
CCCc1c(C(=O)NNc2ccccc2OC)cnn1-c1ccccc1	13.9	13.1	11.9	-17.8	-6.2	-20.8	7.3	11.5	-2.1
Nc1nc(-c2ccc(Cl)cc2)nn1C(=O)c1ccco1	-2.9	-0.4	5.0	0.8	3.1	-9.9	-0.6	7.0	0.9
Cn1ccnc1SCC(=O)c1ccc2ccccc2c1	-7.6	1.3	0.5	9.6	11.5	3.7	1.0	0.7	0.0
COc1ccc(NC(=O)CCCn2cnc3ccccc3c2=O)cc1	2.6	19.3	1.6	-11.1	-2.2	-7.9	13.2	-11.7	0.6
CN1C(=O)[C@@](O)(c2cn(C)c3ccccc23)c2cc(Br)ccc21	/	5.8	4.2	10.2	/	-5.8	-9.7	6.7	/
Cc1ccccc1N1CC(c2nc3ccccc3[nH]2)CC1=O (stereo unspecified)	2.6	1.7	0.8	-3.7	-1.6	-2.0	1.6	-5.7	-1.4
COCCCn1c(C(=O)Nc2ccc3c(c2)OCO3)cc2c(=O)n3ccccc3nc21	-0.1	2.0	-1.4	-4.1	5.5	0.3	14.8	1.9	-1.2
Cc1cc2oc(=O)cc(COC(=O)c3n[nH]c4ccccc34)c2cc1C	-10.6	1.1	-1.8	5.9	8.8	17.9	-14.2	-0.9	-0.4
CN1CCN(C(=O)CC2C(=O)NCCN2Cc2ccc(-c3ccccc3)cc2)CC1 (stereo unspecified)	1.3	1.1	-2.7	9.1	5.8	-1.0	-4.5	-1.6	-0.4
Cc1c(C(=O)NCc2ccccn2)sc(=O)n1Cc1ccc(-c2ccccc2)cc1	-7.8	10.8	-0.4	-12.4	-3.0	-1.8	1.6	-16.3	/
Cc1ccc(-c2nc3c(Cl)cc(C(F)(F)F)cn3c2Cc2cccc(F)c2)cc1	-0.8	0.6	-2.1	-1.0	1.4	-1.4	1.0	1.3	/
COc1ccc(OC)c(S(=O)(=O)N2CCC(C(=O)N3CCN(Cc4ccccc4)CC3)CC2)c1	-9.5	3.3	2.8	-0.3	9.4	2.7	-7.0	6.6	-0.9
Cc1ccccc1NC(=S)N(CCCN1CCOCC1)Cc1cccnc1	-5.5	0.1	-1.4	3.3	4.7	-3.2	7.0	7.2	-1.6
CC(=O)c1sc(NC(=O)c2cccnc2Cl)nc1C	-0.3	-0.1	0.9	0.8	2.1	-4.9	-0.1	7.4	1.6
CN(C)CCN1C(=O)C(=O)/C(=C(/O)c2ccc(F)cc2)C1c1ccccc1 (stereo unspecified)	-10.4	1.1	-2.1	3.4	7.2	-2.4	-1.9	1.1	1.1
Cc1cccc(-c2ccc3[nH]c4c(c3c2)CCN2C[C@@H]([C@H](C)O)[C@@H](N(C)C(=O)Nc3ccc(F)cc3)C[C@@H]42)c1	-8.0	4.8	1.0	1.8	7.6	1.6	-2.7	-3.4	3.3
COc1ccc(N/C=C(\C#N)c2nc3ccccc3n2C)c(OC)c1	14.3	7.5	-2.5	-10.0	-3.5	-14.9	10.5	27.9*	13.3
CCOc1ccc(-c2noc(CCC(=O)NCCc3ccccc3)n2)cc1OC	-17.8	0.6	2.3	2.8	10.3	6.0	-5.4	3.6	1.1
CNc1nc(-c2cccs2)cc(C(F)(F)F)c1C#N	-0.9	0.9	3.5	0.1	0.5	-3.6	6.0	2.2	0.4
COc1ccc(CCNC(=O)c2cc(S(=O)(=O)N3CCCCC3)ccc2Cl)cc1	-10.5	5.4	-1.9	-3.4	6.2	1.4	2.3	-9.5	-0.6
CCC(C(=O)NC1CCCC1)N(C(=O)Cn1nnc(-c2ccc(OC)c(OC)c2)n1)C1CCCCC1 (stereo unspecified)	7.0	-0.4	-5.5	16.6	-6.6	3.6	2.6	-12.3	-2.1
COc1ccc(CCNS(=O)(=O)CCNC(=O)c2ccc(OC)cc2)cc1	-0.3	0.9	1.6	-2.4	3.5	3.7	9.3	0.0	-0.3
CN(CCCN1CCOCC1)Cc1nc(-c2ccccc2)no1	-14.9	2.2	-6.8	9.3	13.9	8.7	-3.6	-6.2	5.4
O=C(C1=C[C@@H](C2CCCCC2)C[C@@H](OCCCCO)O1)N1CCN(Cc2ccc3c(c2)OCO3)CC1	-7.8	5.6	0.0	3.2	8.1	5.0	7.9	-2.9	0.5
NC(=O)[C@@H]1CCCNc2c(I)cc([N+](=O)[O-])cc2C(=O)N[C@@H](CO)C(=O)N[C@@H](Cc2ccc(O)cc2)C(=O)N1	-11.6	0.2	0.4	-1.6	0.2	9.7	7.7	3.2	2.0
CCOC(=O)CCCCC(=O)c1[nH]c(=O)[nH]c1CN1CCOCC1	4.9	1.2	3.0	5.4	0.1	1.1	-8.1	-2.2	-1.0
O=C(NC(=S)N1CCCC1)c1ccccc1F	-5.0	0.5	2.3	-4.7	1.2	-0.3	1.3	-0.7	-1.7
OCCNc1nnc(-c2ccccc2)c(-c2ccccc2)n1	7.1	0.9	-0.3	3.7	2.7	16.7	0.8	-8.1	-0.5
CC1=Nc2ccc(C)c3nc(C)cc(c23)N1c1ccc(C)cc1	10.7	-1.8	-3.0	5.5	-8.2	1.6	-6.9	3.7	-2.4
Cc1cccc(OCC(=O)Nc2cccc(O)c2)c1	-7.0	1.8	0.7	2.4	7.2	4.8	-3.6	-3.4	-0.8
CCOC(=O)c1sc2cc([N+](=O)[O-])cc(SCC(=O)OC)c2c1N	18.1	2.1	8.4	0.5	-9.3	1.6	5.4	6.4	-0.3
COc1ccc(NC(=S)NC23CN4CN(CN(C4)C2)C3)cc1	0.2	0.2	-0.9	-1.8	5.4	0.5	1.6	2.2	0.6
COCCNC(=O)CSc1nc2cc3c(cc2c(=O)n1CCCC(=O)NCCc1ccc(OC)c(OC)c1)OCO3	-11.7	0.7	-2.6	1.5	12.5	11.1	-3.8	0.6	-0.3
Cc1ccc(C(=O)Nc2nc(=O)n(C(=O)CC(C)C)s2)cc1	-3.1	0.5	1.1	-5.0	1.1	-4.2	10.8	5.0	19.0
CCOc1ccc(/C=N/NS(=O)(=O)c2ccc(C)cc2)cc1OC	-15.5	-0.9	3.7	0.7	8.3	-5.0	0.7	9.2	-3.5
COc1ccc(C(=O)n2nc(C)c(Br)c2C)cc1OC	-19.1	0.5	-0.5	-0.6	16.5	-2.7	-1.4	2.9	-1.1
O=C(Nc1ccc(Oc2cccnc2)cc1)c1ccccc1F	3.9	0.2	0.7	3.7	4.9	8.5	0.0	3.5	-0.9
COc1ccc(C2C(C(=O)c3sc(C)nc3C)=C(O)C(=O)N2CCN2CCOCC2)cc1 (stereo unspecified)	-19.5	0.4	-2.7	-4.0	7.6	10.5	-4.6	-7.2	-0.6
CCOC(=O)C1CCN(C(c2ccc(OC)c(OC)c2)c2sc3nc(C)nn3c2O)CC1 (stereo unspecified)	-16.6	0.8	-1.9	-7.2	7.8	12.4	0.9	-22.8	1.1
COCCN(C(=O)c1ccc(C)o1)c1c(N)n(CC(C)C)c(=O)[nH]c1=O	-8.9	0.1	4.6	0.9	13.5	3.2	3.1	-5.3	30.6
